ssDAF12 agonist: activators of S. stercoralis DAF-12 nuclear receptor; hit rate 1% among 370,000; activation, % at 6.8 µM; AID 652126; HEK293 ssDAF-12/GRIP1 lit1-tk-luc reporter, luminescence; % of 3 µM dafachronic acid response;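 active means activation above the mean over all tested compounds plus 3 SD, cut at about 0.9% in these data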;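 further: 0% = DMSO-only wells and 100% = 3 µM delta7-dafachronic acid wells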
DAX1 inh-1: inhibits human nuclear receptor DAX1; HEK293 Gal4-DAX1 luciferase reporter, luminescence; hit rate 0.99% among 340,000; AID 504766; inhibition, % at 6.75 µM;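 active means inhibition above the mean over all tested compounds plus 3 SD, cut at about 4.2% in these data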;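 further: 0% = DAX1-transfected cells with DMSO and 100% = empty-vector control cells with DMSO; inhibition shows as a rise in luminescence from relieved DAX1 repression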
SMARCA2 activ: SMARCA2 function activation, primary screen; MG213 cells, MMTV-luciferase reporter, dexamethasone, overnight; hit rate 1% among 370,000; AID 652017; activation, % at 9.1 µM; in the data active means activation above about 7.8%;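 further: 0% = vehicle wells and 100% = reference activator wells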
HGIII-sPLA2 inh: Inhibits HGIII-sPLA2 liposome hydrolysis, primary screen. Q9NZ20. QFRET BODIPY PC-A2 liposome hydrolysis, fluorescence. inhibition, % at 12.2 µM. hit rate 0.56% among 370,000. AID 743126;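 active means inhibition above mean plus 3 SD of compounds lying within the high and low control bounds, cut at about 19% in these data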;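 further: 0% = median of test compound wells and 100% = no enzyme DMSO wells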
hgDAF12 agonist: agonists of H. glycines DAF-12 nuclear receptor | activation, % at 6.8 µM | HEK293 GAL4-hgDAF12 UAS-luciferase reporter, agonist luminescence; normalized to butyrate control | hit rate 1.8% among 370,000;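 active means activation above a cutoff set at the mean of all screened compounds plus 3 SD, cut at about 10% in these data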;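 further: 0% = DMSO wells and 100% = sodium butyrate wells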
hcDAF12 agonist: H. contortus DAF-12 activation, primary screen; hit rate 1.4% among 370,000; activation, % at 6.8 µM; AID 652067; HEK293 hcDAF-12 lit1-tk-luc reporter, luminescence; 0% DMSO, 100% Δ7-dafachronic acid;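 active means activation above the mean of all tested compounds plus 3 SD, cut at about 5.5% in these data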;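 further: 100% = response to 3 µM Δ7-dafachronic acid high control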
FXN GAA850 act: activators of GAA850 frataxin (FXN) promoter. HEK293 lucGAA850 FXN promoter luciferase reporter, 24 h; percent of 10 µM SAHA response. activation, % at 6 µM. hit rate 0.56% among 360,000. AID 540364;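 active means activation above the average of all compounds screened plus 3 SD, cutoff fixed separately per campaign, cut at about 7.5% in these data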;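 further: 0% = DMSO wells and 100% = 10 µM SAHA wells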
GC-B act: GC-B (human) receptor activation | HEK293-GC-B cells, CNP EC30, cGMP TR-FRET; 0% at EC30 CNP, 100% saturating CNP | activation, % at 10 µM | hit rate 0.11% among 370,000 | AID 1920062;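 active means activation at 10 µM reaching about 35% in either raw or pattern-adjusted values, limit read from the data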
ADAM10 inh: inhibitors of human ADAM10; hit rate 0.62% among 370,000; recombinant ADAM10, EDANS/DABCYL FRET peptide cleavage, 3 h; inhibition, % at 7 µM; O14672; AID 720582;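 active means inhibition above a per-campaign cutoff equal to the mean of compounds falling between control-based bounds plus 3 SD, cut at about 20% in these data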;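 further: 0% = DMSO wells while the 100% control is not disclosed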
DAX1 inh-2: DAX1 (NR0B1) inhibition, primary screen; HEK293T StAR-luciferase reporter, SF-1/DAX-1 repression relief; inhibition, % at 6.8 µM; hit rate 1.1% among 370,000; AID 652010;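 active means inhibition above the mean over all tested compounds plus 3 SD, cut at about 3.6% in these data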;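 further: 0% = DAX-1 cells with DMSO and 100% = cells lacking DAX-1 with DMSO; higher inhibition means more luminescence from relief of DAX-1 repression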
NPR1 activator: GC-A (human) enzyme activation; P16066; HEK293 GC-A cells, cGMP TR-FRET, EC30 ANP; 0% at EC30 ANP, 100% saturating ANP; activation, % at 10 µM; hit rate 0.14% among 370,000; in the data active means activation above about 40%
Target sequence (P16066 whole entry, looked up): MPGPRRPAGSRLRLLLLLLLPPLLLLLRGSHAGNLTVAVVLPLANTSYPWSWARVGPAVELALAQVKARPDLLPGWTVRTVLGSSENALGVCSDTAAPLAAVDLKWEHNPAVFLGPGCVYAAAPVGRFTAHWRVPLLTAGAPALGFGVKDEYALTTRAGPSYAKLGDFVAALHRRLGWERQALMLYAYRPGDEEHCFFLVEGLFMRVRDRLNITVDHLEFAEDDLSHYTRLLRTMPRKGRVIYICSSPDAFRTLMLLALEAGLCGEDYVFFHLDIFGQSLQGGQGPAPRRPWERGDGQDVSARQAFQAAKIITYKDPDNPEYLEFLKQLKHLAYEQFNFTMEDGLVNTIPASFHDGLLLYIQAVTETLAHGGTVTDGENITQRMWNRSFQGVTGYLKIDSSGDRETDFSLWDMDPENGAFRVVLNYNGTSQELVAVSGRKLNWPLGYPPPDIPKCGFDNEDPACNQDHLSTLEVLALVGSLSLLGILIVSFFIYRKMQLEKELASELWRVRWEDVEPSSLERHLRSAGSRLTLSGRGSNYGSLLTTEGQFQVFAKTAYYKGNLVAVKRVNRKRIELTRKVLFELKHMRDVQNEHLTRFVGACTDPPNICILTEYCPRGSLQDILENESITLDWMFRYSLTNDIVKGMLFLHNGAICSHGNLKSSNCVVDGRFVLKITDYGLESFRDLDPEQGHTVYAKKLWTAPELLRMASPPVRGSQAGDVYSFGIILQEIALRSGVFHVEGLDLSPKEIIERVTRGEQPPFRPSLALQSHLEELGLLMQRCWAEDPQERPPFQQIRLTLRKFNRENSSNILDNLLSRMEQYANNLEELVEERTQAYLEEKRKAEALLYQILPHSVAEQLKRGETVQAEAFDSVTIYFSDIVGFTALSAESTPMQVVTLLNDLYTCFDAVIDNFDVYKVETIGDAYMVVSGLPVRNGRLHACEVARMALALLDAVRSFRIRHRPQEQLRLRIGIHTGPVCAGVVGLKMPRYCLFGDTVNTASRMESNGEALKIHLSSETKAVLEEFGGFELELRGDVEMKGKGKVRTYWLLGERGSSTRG
* marks the source's active call; other numbers are inactive results; x = no result given. Outcome played no part in choosing rows, and some 6.6% of all compounds hit somewhere here.

SMILES | ssDAF12 agonist | DAX1 inh-1 | SMARCA2 activ | HGIII-sPLA2 inh | hgDAF12 agonist | hcDAF12 agonist | FXN GAA850 act | GC-B act | ADAM10 inh | DAX1 inh-2 | NPR1 activator
Cc1ccc(CN(Cc2cc3cccc(C)c3[nH]c2=O)C(=S)NCCCN(C)C)cc1 | -1.5 | -0.1 | 0 | -7 | -1.8 | -1.4 | 1.3 | -10 | -1 | 1.5 | -25
Cc1ccc(C(=O)Nc2c3c(nn2C(C)(C)C)CS(=O)(=O)C3)cc1C | -1.0 | -0.1 | 0 | 1 | -1.3 | 0.9 | 0.2 | 11 | -3 | 0.3 | 5
C=CCSc1nnc(CCc2ccccc2)n1N | -0.5 | 2.8 | 0 | 1 | 0.4 | -0.5 | 1.7 | 0 | 3 | 0.5 | 4
CCSc1nnc(NC(=O)c2nc(S(=O)(=O)Cc3ccc(F)cc3)ncc2Cl)s1 | -1.0 | -1.2 | -3 | -7 | -0.6 | -2.6 | 0.9 | 2 | -7 | -0.2 | 11
COc1ccc(C(=O)N2CCN(S(=O)(=O)c3ccc(C)cc3)CC2)cc1S(=O)(=O)N1CCOCC1 | -1.8 | 0.9 | -5 | 0 | -4.2 | -1.9 | 1.8 | 1 | -4 | 0.2 | 0
O=c1oc2cc(OCc3c(F)c(F)c(F)c(F)c3F)ccc2cc1-c1ccccn1 | -1.6 | 0.1 | -1 | -13 | 3.6 | 0.0 | -0.4 | -4 | -70 | 0.3 | 6
CNC(=S)Nc1ccc2nc(C)c(C)nc2c1 | -1.1 | 0.8 | -2 | 5 | -0.1 | 0.3 | -0.4 | 2 | -103 | -0.6 | 3
O=C(CN1CCc2ccccc2C1)Nc1cc(S(=O)(=O)N2CCOCC2)ccc1N1CCOCC1 | -0.8 | 1.2 | -1 | -1 | 1.2 | 3.1 | 0.4 | 12 | -3 | 0.0 | 6
COC(=O)C1=C(O)/C(=C\c2cc(C)n(-c3ccc(F)cc3)c2C)N=C1C | -0.8 | -0.6 | -2 | -5 | 0.0 | 0.5 | 1.5 | -3 | -36 | -0.3 | -3
CC1(C)c2ccccc2-c2nc3ccccc3cc2C1O (centres undefined) | 0.0 | 1.1 | -3 | -8 | 4.1 | 3.6 | 3.4 | -2 | -8 | -0.1 | -1
CC(=O)C1=C(C)N(Cc2ccc(Cl)cc2)C(=S)NC1c1ccccc1 (centres undefined) | -1.6 | x | -4 | 4 | -2.5 | 0.4 | x | -9 | 2 | -0.2 | -2
COc1ccc(N(CC(=O)Nc2ccc(C)cc2)S(=O)(=O)c2c(C)noc2C)cc1 | -1.2 | -0.4 | 2 | 2 | 0.7 | -2.5 | -1.4 | 0 | -5 | 0.2 | -3
Cc1csc2c(N3CCN(C(=S)Nc4ccc(C(F)(F)F)cc4)CC3)ncnc12 | -1.6 | 0.1 | -7 | 1 | -0.7 | -1.8 | -0.3 | 5 | 10 | -0.2 | -1
O=C(Nc1ccccc1-c1nnc(SCc2ccccc2)o1)c1ccccc1 | -1.6 | 1.0 | -5 | 10 | 1.9 | -1.4 | 0.5 | -1 | -4 | -0.6 | 0
CN(C)c1ccc(/C=N/Nc2nc3ccccc3o2)cc1 | 0.9 | -1.1 | 2 | -9 | 10 | 7.7* | -2.3 | -4 | -79 | 1.8 | -6
CN1CCN(C(=O)C[C@H]2CC[C@H]3[C@@H](COC[C@@H](O)CN3C(=O)C3CCCC3)O2)CC1 | -0.2 | x | -6 | 11 | -0.9 | -0.3 | x | 1 | -13 | 0.9 | -2
CC12CCC(=O)C=C1CCC1C2C(O)CC2(C)C(c3csc(N)n3)CCC12 (centres undefined) | -1.4 | -2.8 | -4 | -17 | -4.8 | -2.3 | -0.9 | 3 | 1 | -1.2 | 0
COc1ccc(C2(O)C(=O)Nc3ccc(C)cc32)cc1OC (centres undefined) | -1.3 | 0.8 | 6 | 0 | -0.3 | 0.2 | 2.2 | -3 | 1 | -0.2 | -2
CCC[C@H]1CN(c2ccc(Br)cc2)C(=O)[C@@H]1CC(=O)Nc1ccccc1 | -1.8 | 1.1 | -3 | -8 | -3.9 | -3.0 | 0.0 | -2 | 24* | -0.4 | -1
COc1ccc(CN2C[C@H](COCc3ccccc3)Oc3cccc(N4CCCC4)c3S2(=O)=O)cc1 | -0.6 | x | 0 | 6 | 1.9 | -0.4 | x | 3 | -6 | -0.4 | 2
COc1ccc(CNC(N)=O)cc1 | -0.9 | 0.3 | 3 | 4 | -0.3 | -1.6 | -2.4 | 10 | 3 | 0.2 | 1
O=C1c2ccccc2C2(c3cc(C(F)(F)F)cc(C(F)(F)F)c3)NCCN12 (centres undefined) | -1.3 | -0.3 | -2 | 8 | -1.7 | -2.1 | 3.5 | -2 | 1 | -0.2 | -8
Cn1c2c(c(=O)n(C)c1=O)[C@@H]1c3c(ccc4ccccc34)OC[C@@H]1CO2 | -1.3 | 0.8 | -1 | 1 | 0.2 | 0.1 | 2.2 | -4 | -3 | 0.5 | 5
Cn1cccc1C(=O)OCc1ccc(C(C)(C)C)cc1 | -0.8 | -0.2 | 11* | -1 | 3.3 | 0.3 | 3.3 | 0 | 2 | 0.6 | -7
CCOc1ccc(OCCSc2nc(-c3ccccc3)cc(=O)[nH]2)cc1 | -0.9 | -0.5 | -4 | 0 | -4.1 | -0.3 | -0.7 | -5 | 3 | -0.6 | -1
O=C(CN1C(=O)C2CC=CCC2C1=O)Nc1ccc(S(=O)(=O)N2CCOCC2)cc1 (centres undefined) | -1.9 | 0.1 | -2 | 1 | -2.4 | 0.3 | -1.3 | -3 | -9 | 0.4 | 0
COC(=O)c1ccc(NC(=O)NCCCl)cc1 | -0.8 | 3.6 | -3 | 6 | 2.6 | -2.0 | -0.2 | 8 | 9 | 0.1 | 4
COc1cc(OC)cc(-c2sc3ccc(OC)cc3c2-c2ccc(O)cc2)c1 | -0.9 | 1.6 | 0 | 0 | -0.8 | 1.2 | 3.8 | -4 | 3 | -0.4 | -2
COc1cc(C(=O)NCCSc2ccc(Br)cc2)cc(OC)c1OC | -1.9 | -0.9 | -3 | -2 | -1.5 | -1.3 | 2.5 | -12 | 8 | -0.1 | -32
Cc1ccc(S(=O)(=O)NC(=O)c2cc(C)n(CC(c3ccccc3)N(C)C)c2C)cc1 (centres undefined) | -0.7 | 5.5* | -2 | 6 | -0.1 | -0.5 | 1.2 | 4 | -2 | -0.8 | -1

Three entries from above in a different format.
> COc1cc(C(=O)NCCSc2ccc(Br)cc2)cc(OC)c1OC
  ssDAF12 agonist: -1.9	DAX1 inh-1: -0.9	SMARCA2 activ: -3	HGIII-sPLA2 inh: -2	hgDAF12 agonist: -1.5	hcDAF12 agonist: -1.3	FXN GAA850 act: 2.5	GC-B act: -12	ADAM10 inh: 8	DAX1 inh-2: -0.1	NPR1 activator: -32

> O=C(CN1C(=O)C2CC=CCC2C1=O)Nc1ccc(S(=O)(=O)N2CCOCC2)cc1 (centres undefined)
  ssDAF12 agonist: -1.9	DAX1 inh-1: 0.1	SMARCA2 activ: -2	HGIII-sPLA2 inh: 1	hgDAF12 agonist: -2.4	hcDAF12 agonist: 0.3	FXN GAA850 act: -1.3	GC-B act: -3	ADAM10 inh: -9	DAX1 inh-2: 0.4	NPR1 activator: 0

> CCC[C@H]1CN(c2ccc(Br)cc2)C(=O)[C@@H]1CC(=O)Nc1ccccc1
  ssDAF12 agonist: -1.8	DAX1 inh-1: 1.1	SMARCA2 activ: -3	HGIII-sPLA2 inh: -8	hgDAF12 agonist: -3.9	hcDAF12 agonist: -3.0	FXN GAA850 act: 0.0	GC-B act: -2	ADAM10 inh: 24*	DAX1 inh-2: -0.4	NPR1 activator: -1

(list continues)
SMILES | ssDAF12 agonist | DAX1 inh-1 | SMARCA2 activ | HGIII-sPLA2 inh | hgDAF12 agonist | hcDAF12 agonist | FXN GAA850 act | GC-B act | ADAM10 inh | DAX1 inh-2 | NPR1 activator
O=C1CCCN1CCCNC(=S)Nc1ccc(Nc2ccccc2)cc1 | -1.1 | 0.7 | -3 | 16 | -6.0 | -2.4 | -1.0 | 3 | -3 | -0.9 | 4
CCCN1C2CCCC1CC(NC(=S)Nc1cccc(C)c1)C2 (centres undefined) | -1.5 | 0.0 | 1 | 5 | 0.5 | -1.5 | 1.1 | 5 | -2 | -0.2 | -2
COc1ccc(CC(=O)c2c(O)cc(O)cc2O)cc1OC | -1.0 | 0.3 | -3 | -10 | -0.7 | 0.0 | -1.2 | 3 | 13 | 0.1 | 1
COc1ccc(CNS(=O)(=O)c2cc(OCC(N)=O)c(C)cc2Cl)cc1 | -1.8 | 1.3 | -1 | 1 | 0.2 | -0.4 | -2.1 | -3 | 2 | -0.2 | 0
CS(=O)(=O)c1ccccc1C(=O)Nc1ccc2sccc2c1 | -1.0 | 0.3 | 1 | -5 | -0.9 | 1.8 | 0.9 | -2 | 0 | 1.6 | 2
C=CCOC(=O)C1=C(C)OC(N)=C(C#N)C1c1ccc(F)cc1 (centres undefined) | -1.1 | 0.3 | 1 | -25 | -0.2 | 2.2 | 2.5 | -1 | -1 | -0.2 | 0
Cc1ccc(S(=O)(=O)N(CC(=O)N=Nc2c(O)[nH]c3ccccc23)c2cccc(C)c2)cc1 | -2.4 | -0.5 | 0 | -14 | 2.3 | -3.6 | -3.6 | -4 | 17 | -2.9 | 0
O=C(CCc1nc(-c2ccccc2)c(-c2ccccc2)o1)OCc1ccc(Cl)cc1 | -1.8 | 0.8 | 0 | -2 | -0.8 | 0.1 | -1.2 | -5 | -7 | 0.3 | -4
Cc1cccc(-n2ncc3c2CCCC3NC(=O)CN2CCCC2=O)c1C (centres undefined) | -1.2 | -0.2 | -3 | -3 | 1.4 | 3.7 | -0.8 | -1 | 10 | -0.6 | 1
CC(C)(C)c1ccc(/C=N/N2CCN(c3ccccn3)CC2)cc1 | -2.1 | x | -4 | -3 | 0.8 | -1.3 | -0.8 | 1 | 0 | 1.1 | 3
CCn1c(SCC(=O)Nc2ccc(C)cc2)nc(O)cc1=O | -1.3 | 4.5* | -6 | 9 | -0.6 | 1.4 | -0.8 | -6 | 2 | -0.4 | 3
COc1ccc(Nc2nc3ccccc3nc2NS(=O)(=O)c2cccs2)c(OC)c1 | -0.9 | 0.4 | -5 | -2 | -0.5 | -0.3 | -2.0 | -3 | -6 | -0.1 | 3
O=C(CNC(=O)c1ccc(Cl)cc1Cl)OCCCn1c(=O)[nH]c2ccccc21 | -1.2 | -1.0 | -2 | 2 | -2.1 | -1.1 | 2.5 | 8 | 0 | 2.1 | -1
C/C(CC(=O)Nc1cccc(C(F)(F)F)c1)=N/NC(=O)C(=O)NCCO | -1.2 | x | -1 | -23 | -1.5 | 1.2 | 1.0 | 2 | 2 | -0.1 | -2
CC(C)Sc1nc(N2CCOCC2)c2c(c1C#N)CC(C)(C)N(C)C2 | -1.0 | -0.4 | 3 | -2 | 0.4 | -0.5 | 1.4 | 10 | -140 | -0.2 | 12
Cc1nn(CCCC(=O)Nc2cccnc2Cl)c(C)c1[N+](=O)[O-] | -1.0 | -0.6 | -4 | 5 | -0.1 | -0.3 | 1.4 | -3 | 5 | -0.4 | 0
